Source: PubChem BioAssay (National Center for Advancing Translational Sciences (NCATS))
Abeta yeast res – restores growth of yeast expressing A-beta42 peptide | yeast expressing A-beta42, growth rescue, OD600, 48 h; response scale: 0% DMSO, 100% iron-clioquinol control | Potency, µM (titrated, usually from 46.1 µM), for the others: at the highest dose growth rescue, usual class: activators | 410,000 compounds, 0.063% hits | AID 1347071; further: potency means the concentration at half of the fitted maximal effect; nearly all actives have a fitted effect of over 55% in size
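Yeast growth medium received pinned compounds, then yeast cells expressing toxic A-beta were added; plates incubated at 30 C for 48 hr. Growth read as absorbance at 600 nm, normalized to DMSO and equimolar FeCl3 plus clioquinol controls.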
TGFb SMAD3 inh – TGF-b pathway inhibition. HepG2 CAGA-GFP TGF-b/SMAD3 reporter, GFP fluorescence, 18 h; TGF-beta stimulated, 500 pg/mL final. Potency, µM (titrated, usually from 46.1 µM), for the others: at the highest dose activity, negative = inhibition, usual class: inhibitors. 410,000 compounds, 1.2% hits. AID 588855; further: potency means the concentration at half of the fitted maximal effect; on the % scale 0 is the no-effect control and ±100 the full control effect; nearly all actives have a fitted effect of over 65% in size
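HEPG2 CAGA-GFP reporter cells (1000/well, DMEM with 1% FBS) received compounds, then recombinant TGF-beta at 500 pg/mL final for 18 hours at 37 degrees C. Per-cell GFP summed per well was normalised to unstimulated and stimulated DMSO controls before curve fitting.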
Nrf2 block – blocks Nrf2 signaling; AID 504444; Potency, µM (series often up to 46 µM), for the others: at the top dose activity change, negative = inhibition, most hits filed as inhibitors; A549 ARE-Fluc reporter, luciferase luminescence, 18-24 h; 360,000 compounds, 2.1% hits; further: potency means the concentration at half of the fitted maximal effect; on the % scale 0 is the no-effect control and ±100 the full control effect; nearly all actives have a fitted effect of over 60% in size
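In this cell-based qHTS, ARE-driven firefly luciferase in A549 cells reports Nrf2 activity; the luminescent signal after BugLite lysis is the measured value, with a prior CellTiter-Fluor read for cell health.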
A549 tox – A549 cytotoxicity, counter-screen for Nrf2 inhibitors; A549 ARE-Fluc cells, CellTiter-Fluor viability, 18-24 h; 390,000 compounds, 0.16% hits; AID 504648; Potency, µM (titrated, usually from 46 µM), inactives show at the highest dose activity change, negative = cytotoxicity, most hits filed as inhibitors; further: potency means the concentration at half of the fitted maximal effect; on the % scale 0 is the no-effect control and ±100 the full control effect
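Cytotoxicity counterscreen: CellTiter-Fluor fluorescence was measured in A549 ARE_Fluc cells after 18-24 h of compound exposure in a concentration series. The subsequent BugLite luminescent read reports ARE-luciferase activity.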
Mm-Cpn inhibitor – blocks the Methanococcus maripaludis chaperonin Mm-Cpn. purified Mm-Cpn ATPase, ADP Transcreener TR-FRET. Potency, µM (titrated, usually from 76.9 µM), for the others: at the highest dose activity, negative = inhibition, actives largely listed as inhibitors. 330,000 compounds, 0.031% hits. AID 504842; further: potency means the concentration at half of the fitted maximal effect; on the % scale 0 is the no-effect control and ±100 the full control effect; nearly all actives have a fitted effect of over 80% in size
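Quantitative HTS used 25 nM Mm-CPN and 10 uM ATP in magnesium/KCl Tris buffer, pH 7.4, with 1 mM DTT. Hydrolysis ran 30 min at 37°C; ADP was read by HTRF.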
pAkt inh – Akt phosphorylation inhibition. activity change, % for hits at 50 µM. 360,000 compounds, 0.32% hits. AID 651550. Neuro2A IGF-stimulated pAkt S473 HTRF, 20 min; hits give low values; in the data active means activity change below about -80%; inconclusive means mostly about -51% to -80%; further: on the % scale 0 is the no-effect control and ±100 the full control effect
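Neuro2A cells in DMEM with 0.5% FBS, overnight at 37 deg C, given compound at single 50 µM final, then IGF (6 nM final) for 20 min at 37 deg C. Lysed; phospho-Akt Ser473 by HTRF after 24 h, 665/615 ratio.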
HepG2 tox – HepG2 cytotoxicity, counter-screen for TGF-b inhibitors; HepG2 CAGA-GFP viability, ATP luminescence, 18 h; 410,000 compounds, 0.76% hits; Potency, µM (doses to about 46.1 µM), without a hit: at the highest dose activity change, negative = cytotoxicity, hits mostly cytotoxic; further: potency means the concentration at half of the fitted maximal effect; some results filed as inactive show a strong effect at the top dose
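CellTiter-Glo luminescence gave cytotoxicity after 18 hours at 37 degrees C. The cells were HepG2 CAGA-GFP in 1% FBS DMEM, stimulated with 500 pg/mL TGF-beta after compound addition. %Activity was normalised to no-cell wells (complete cell-killing) and DMSO (no toxicity), and curves were fitted and classified.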
Nrf2 ARE act – activates Nrf2 signaling; 410,000 compounds, 0.31% hits; Potency, µM (titrated, usually from 46.1 µM), for the others: top-dose activation, actives largely listed as activators; AREc32 ARE-luciferase reporter (MCF7-derived line), luminescence, 24 h; AID 624171; further: potency means the concentration at half of the fitted maximal effect; % of control where 0% means no effect; nearly all actives have a fitted effect of over 65% in size
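Reporter line AREc32 (ARE-Fluc), seeded overnight in OPTI-MEM with 5% FBS; compound pin-transferred, 24 hr at 37 deg C, 5% CO2; luminescent read-out.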
CCT chaperon mod – cytosolic chaperonin activity modulation | purified chaperonin ATPase assay, HTRF ADP detection, 30 min | activity change, % (concentration not given with the values), hits read low | 360,000 compounds, 0.3% hits | AID 651819; in the data active means activity change below about -30%; further: on the % scale 0 is the no-effect control and ±100 the full control effect
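TRiC (40 or 20 nM final, by batch activity) in 30 mM Tris pH 7.4, 100 mM KCl, 5 mM MgCl2, 1 mM DTT was treated with compound at 76 uM single dose, then 10 uM ATP, 30 min at 37 °C. ADP was read by HTRF Transcreener.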
An asterisk follows results filed as active; i = inactive; u = inconclusive; x = not tested or not shown; & = joins results of further samples; [ ] = dose if it differs, or a comment. Unless noted, the call rests on the fitted dose curve; in most records, active means well fitted curve in the direction sought with a large enough effect; inconclusive means small, poorly fitted or top-dose-only effect, or another doubt; inactive means no such curve, though single readings can be large; an effect the other way counts as inactive or inconclusive.

SMILES	pAkt inh	Nrf2 ARE act	HepG2 tox	Nrf2 block	CCT chaperon mod	Mm-Cpn inhibitor	TGFb SMAD3 inh	A549 tox	Abeta yeast res
O=C(COc1ccccc1)Nc1nnc(C23CC4CC(CC(C4)C2)C3)s1	i	-0.2%	-18%	4%	-1.4	2%	-3%	6%	2%
CC(=O)N1c2ccccc2C(C)(c2ccccc2)CC1(C)C (stereo not drawn)	i	-0.6%	-47%	-5%	-1.5	-1%	0%	3%	-8%
Cc1ccc(S(=O)(=O)CC(c2ccccc2)N2CCOCC2)cc1 (stereo not drawn)	i	0.1%	-20%	5%	0.7	x	3%	2%	-10%
O=c1cc(-c2ccccc2)n2c(SCc3ccc(F)cc3)nnc2[nH]1	x	3.5%	1%	x	x	x	-9%	1%	-2%
COc1ccc(S(=O)(=O)Nc2cc(Sc3ncn[nH]3)c(O)cc2C)cc1	i	2.9%	13%	0%	-1.8	0%	21%	1%	-3%
N#Cc1nc(Cc2cccc3ccccc23)oc1NCCCN1CCOCC1	i	0.3%	-30%	-19%	-3.2	2%	-17%	21%	9%
O=S(=O)(/N=C(/Nc1ccccc1)c1ccccc1)c1cccs1	i	-0.2%	-6%	u	0.9	0%	-15%	2%	17%
O=C(NCc1ccncc1)C1CCN(S(=O)(=O)c2ccccc2)CC1	i	-0.7%	-2%	2%	-2.0	0%	-2%	-1%	-3%
COc1ccc(C(=O)Nc2ccc(C(=O)Nc3cccnc3)cc2)cc1	i	6.9%	-24%	u	-0.3	-1%	-6%	3%	-2%
COc1cccc(CN(C)C(=O)c2ccc3nccnc3c2)c1	i	0.0%	1%	x	0.5	-1%	-11%	1%	16%
Cc1sc(NC(=O)CN2CCOCC2)nc1-c1ccc2c(c1)CCN2S(=O)(=O)c1ccccc1	i	3.5%	-26%	2.6µM*	0.8	-2%	u	-13%	17%
COc1cccc(C#Cc2c(C=O)n(C)c3ccccc23)c1	i	6.0%	-3%	u	1.5	3%	u	-8%	1%
CCOc1ccc(CNC(=O)Cc2ccc(NC(=O)N3CCSc4ncccc43)cc2)cc1	x	0.6%	-2%	-17%	x	x	0%	5%	-1%
C/C(=N/NC(=O)CNC(=O)c1ccccn1)c1cccc([N+](=O)[O-])c1	i	0.2%	4%	7%	-0.3	-4%	-3%	-7%	3%
CCOC(=O)C(C)Sc1nnc(NC(=O)c2ccc3c(c2)OCO3)s1 (stereo not drawn)	i	-1.0%	-31%	6%	2.4	-1%	2%	-5%	3%
Cc1ccc(NC(=O)c2cccc(OCc3c(C)noc3C)c2)c(C)c1	i	0.4%	-4%	u	1.3	1%	-17%	-1%	13%
CC(C)CNC(=O)c1cccc(NC(=O)CSc2ccc(Cl)cc2)c1	i	0.0%[9.22 µM]	0%	-26%	0.0	0%	1%	1%	6%
COc1ccc(S(=O)(=O)N(CC(=O)N(C)Cc2ccccc2)c2ccc(Cl)cc2)cc1	x	0.4%	-32%	-8%	x	x	-9%	-7%	10%
c1ccc(COc2ncnc3c2ncn3CCCNCC2CCCO2)cc1 (stereo not drawn)	i	-0.3%	-5%	-1%	-1.0	x	23%	8%	-17%
CCC(C)C(CO)NCCCn1cnc2c(OCc3ccccc3)ncnc21 (stereo not drawn)	i	1.0%	-2%	x	-0.3	x	3%	x	0%
CCCCc1noc2c1/C(=N\O)CC(c1ccccc1)C2 (stereo not drawn)	i	-0.7%	24%	x	-2.0	0%	19%	1%	8%[9.22 µM]
C=CC(=O)Nc1ccc(CN2C(=O)N(c3c(Cl)c(OC)cc(OC)c3Cl)Cc3cnc(NCCCCN(CC)CC)nc32)cc1	i	-2.5%	-83%	-22%	-1.6	-1%	u	u	7%
COc1cnc(-c2ccccn2)nc1N(C)C	i	0.1%[9.22 µM]	-17%	8.2µM*	-0.3	1%	-27%	u	14%
Clc1cccc2c1CCN(Cc1nc(-c3cnccn3)no1)C2	i	2.4%	-17%	-17%	-1.5	-1%	9%	-4%	10%
C=CCN(C(=O)CSc1nc2c(sc3ccccc32)c(=O)n1CCN(CC)CC)c1ccccc1	i	7.6%	-21%	-1%	1.6	-1%	18µM*	u	2%
Cc1cccc(-n2c(=O)c3c(c4cc(C)ccc4n3C)n(CC(=O)Nc3ccc(C)c(C)c3)c2=O)c1	x	-0.2%	1%	7%	x	x	-7%	-6%	-9%
O=c1c2c([nH]c3ccccc13)CCCC2	i	0.8%	8%	-19%	-3.3	2%	8%	3%	-17%
O=C(CNC(=O)c1cccc(F)c1)N/N=C/c1cccs1	i	0.5%	1%	u	-6.4	1%	2%	-19%	1%
O=C1c2cccc(OCc3ccc(F)cc3)c2CCN1Cc1ccccc1	i	1.5%	-36%	u	-2.1	1%	18µM*	2%	17%
CN(C)S(=O)(=O)c1ccc2c(c1)nc(CCC(=O)NCCc1ccc(Cl)cc1)n2C	i	0.6%	-7%	-9%	-1.2	2%	0%	1%	1%
O=C(CC1(O)C(=O)N(Cc2ccccc2)c2ccccc21)c1ccncc1 (stereo not drawn)	i	2.8%	9%	-2%	-4.4	-1%	0%	1%	14%
O=C(Nc1ccc(Cl)c(Cl)c1)c1ccncc1	i	5.9%	-23%	-27%	0.2	-2%	-2%	-4%	-3%
O=C(O)C1CC=CCC1C(=O)Nc1ccc(S(=O)(=O)N2CCCc3ccccc32)cc1 (stereo not drawn)	i	0.1%	-27%	u	-0.9	-1%	53%[activator]	12%	-5%
O=C1CC2(CCN(C(=O)c3cccc(Cl)c3)CC2)Oc2ccccc21	i	-0.4%	0%	17%	2.6	-4%	-2%	1%	13%
Cc1cc(C)nc(S/C=C/C(=O)c2ccccc2F)n1	i	u	-7%	2%	0.3	-2%	3.5µM*	-2%	-26%
N#Cc1c(NC(=O)CSc2nnnn2C2CCCC2)sc2c1CCCC2	i	3.4%	2%	-25%	1.4	4%	-4%	-6%	-15%
COc1ccc(CCNS(=O)(=O)c2ccccc2[N+](=O)[O-])cc1OC	i	3.7%	2%	-26%	1.5	3%	10%	u	2%
COc1ccc(-c2cc(C(F)(F)F)n3ncc(C(=O)N(C)Cc4ccccc4)c3n2)cc1	i	4.7%	-9%	u	1.5	-2%	-18%	-11%	-10%
COc1ccc(CCNC(=O)CCS(=O)(=O)c2ccc3c(c2)oc(=O)n3C)cc1OC	i	-0.7%&-0.4%	3%&1%	18%&23%	-1.2	-2%	8%&3%	-1%&11%	2%&-17%
C=CCn1c(C)nnc1SCC(=O)N1CCN(S(=O)(=O)c2ccccc2)CC1	i	-0.9%	-5%	-14%	1.7	0%	-1%	4%	4%
Cc1cc(C(F)(F)F)nc(NNc2nc(C)cc(C(F)(F)F)n2)n1	i	-0.3%	-15%	x	-2.5	x	-9%	x	-1%
CC(=O)Nc1ccc(SCC(=O)c2cc(C)n(CC(F)(F)F)c2C)cc1	i	-0.1%	15%	x	-0.7	1%	5%	0%	16%
CC(C)(C)NC(=O)CN(CCc1ccccc1)C(=O)c1csnn1	i	-0.3%	-7%	-1%	-4.3	3%	3%	1%	-10%

Two compounds drawn at random from the list so far, as already listed:
SMILES	pAkt inh	Nrf2 ARE act	HepG2 tox	Nrf2 block	CCT chaperon mod	Mm-Cpn inhibitor	TGFb SMAD3 inh	A549 tox	Abeta yeast res
O=C(CC1(O)C(=O)N(Cc2ccccc2)c2ccccc21)c1ccncc1 (stereo not drawn)	i	2.8%	9%	-2%	-4.4	-1%	0%	1%	14%
CC(C)(C)NC(=O)CN(CCc1ccccc1)C(=O)c1csnn1	i	-0.3%	-7%	-1%	-4.3	3%	3%	1%	-10%

Entries of single compounds as entered above.
O=C(NCc1ccncc1)C1CCN(S(=O)(=O)c2ccccc2)CC1 across the screens: pAkt inh: i; Nrf2 ARE act: -0.7%; HepG2 tox: -2%; Nrf2 block: 2%; CCT chaperon mod: -2.0; Mm-Cpn inhibitor: 0%; TGFb SMAD3 inh: -2%; A549 tox: -1%; Abeta yeast res: -3%
O=C(COc1ccccc1)Nc1nnc(C23CC4CC(CC(C4)C2)C3)s1 across the screens: pAkt inh: i; Nrf2 ARE act: -0.2%; HepG2 tox: -18%; Nrf2 block: 4%; CCT chaperon mod: -1.4; Mm-Cpn inhibitor: 2%; TGFb SMAD3 inh: -3%; A549 tox: 6%; Abeta yeast res: 2%
